# Screens from PubChem.
# HCT116 PTEN-null – PTEN-deleted cell growth suppression; actives 1.2% (n = 140,000); viability, % at 10 µM; AID 827; HCT116 PTEN-null viability, CellTiter-Glo, 60 h; stronger effect = lower value;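 active means viability at or below a set limit, 4 SD under the median of all tested compounds, cut at about 3.7% in these data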;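 further: PTEN knockout HCT116 line with beta catenin targeted HCT116 as companion control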
# MRP-1 activ – activates MRP-1; H69AR cells + doxorubicin, viability rescue, CellTiter-Glo; viability increase, % at 10 µM; actives 0.61% (n = 140,000);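 active means viability gain under doxorubicin at or above a set limit, the compound median plus 3 SD, cut at about 4.7% in these data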;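 further: MRP-1 overexpressing cells given doxorubicin 25 µM after compound pretreatment; 18-22 h compound pretreatment then 72 h with doxorubicin before readout; 0% = doxorubicin-only wells and 100% = vehicle-treated cells without doxorubicin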
# HCT116 bCat-KO – beta-catenin-lacking colon tumor cell growth suppression; HCT116 beta-catenin knockout viability, CellTiter-Glo, 60 h; stronger effect = lower value; viability, % at 10 µM; actives 1.5% (n = 140,000); AID 818;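 active means viability at or under a set limit, the compound median less 4 SD, cut at about 6% in these data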;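 further: 0% = Hyamine 1622 control at 20 µM and 100% = untreated cell control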
# E-sel TNF inh – TNF alpha driven E-selectin expression inhibition; inhibition, % at 2 µM; AID 1246; HUVEC TNFa-induced E-selectin immunofluorescence, high content; actives 0.71% (n = 120,000);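 active means inhibition above the batch mean plus 3 SD, and confirmed as a hit on visual image review, cut at about 43% in these data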;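 further: 0% = TNF-stimulated DMSO wells and 100% = unstimulated control wells; not every result past the cut was called active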
# NPY-Y2 antag – blocks the human neuropeptide Y Y2 receptor; NPY-Y2 expressing cells, antagonist mode; AID 793; P49146; inhibition, % at 2.7 µM; actives 0.99% (n = 140,000); in the data active means inhibition above about 17%;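 further: 0% = vehicle with agonist challenge and 100% = reference antagonist with challenge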
# Target sequence (P49146 whole entry, looked up): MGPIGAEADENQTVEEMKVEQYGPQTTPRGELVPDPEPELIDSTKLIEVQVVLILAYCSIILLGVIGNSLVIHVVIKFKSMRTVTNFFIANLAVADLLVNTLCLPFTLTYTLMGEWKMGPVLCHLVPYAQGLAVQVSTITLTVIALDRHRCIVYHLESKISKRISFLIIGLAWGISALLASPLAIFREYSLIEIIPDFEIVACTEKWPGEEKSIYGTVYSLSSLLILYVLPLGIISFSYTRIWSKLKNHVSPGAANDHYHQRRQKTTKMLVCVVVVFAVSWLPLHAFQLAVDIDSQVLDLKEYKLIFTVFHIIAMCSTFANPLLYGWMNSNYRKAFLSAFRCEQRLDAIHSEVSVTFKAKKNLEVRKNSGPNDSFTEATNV
# Yeast life ext – extends the lifespan of yeast | inhibition of the nicotinamide effect, % at 10 µM | S. cerevisiae growth with nicotinamide, OD615; deaD strain in restrictive glucose medium | actives 0.68% (n = 130,000) | AID 775;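 active means inhibition above a set limit, placed 3 SD over the median of all compounds, cut at about 26% in these data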;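 further: 0% = nicotinamide-treated wells and 100% = cells grown without nicotinamide; some compounds called inactive have numbers as strong as hits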
#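 Material: Modified budding yeast, DeaD strain | Medium: Restrictive glucose medium | Probe or stimulus: 1.5 mM nicotinamide | Dosing: Single dose 10 µM compound, 0.25% DMSO | Times: 48 h at 30 °C | Technique: OD615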
# Yeast growth inh – chemicals that inhibit yeast BB579 growth in restrictive medium (lifespan-shortening candidates). S. cerevisiae BB579 growth, OD615, 48 h. inhibition, % at 10 µM. actives 0.51% (n = 140,000);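 active means inhibition above a set limit, 3 SD over the mean compound inhibition, cut at about 44% in these data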; further: inactives centre near -24
#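 System: Saccharomyces cerevisiae DeaD strain BB579, replicative lifespan model yeast. Buffer or medium: restrictive glucose-based CSMM-D medium. Doses: one dose, 10 µM compound with 0.25% DMSO. Timing: 4 h preincubation and 48 h exposure at 30 °C. Detection: turbidity as optical density at 615 nm. Benchmarks: amphotericin B 10 µg/mL, positive.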
# Measles CPE – protection of cells from measles virus | actives 1.5% (n = 140,000) | protection (pct of control), % at 4 µM | Measles virus-infected cells, CPE protection, absorbance | AID 841; in the data active means protection mostly above about 24%, no sharp cut-off; inactive means mostly below about 26%; further: some compounds called inactive have numbers as strong as hits
# Phagocyt inh – inhibitors of macrophage phagocytosis; inhibition, % at 5 µM; J774A.1 macrophage IgG-bead phagocytosis, imaging; actives 0.07% (n = 110,000); AID 1029;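 active means inhibition above the mean of the plate negative controls plus 5 SD, cut at about 13% in these data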;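 further: phagocytic index as fraction of beads internalized from green versus red external bead signal; plate controls were DMSO negative control for no effect and cytochalasin-D positive control for full effect; some results beyond the cut were filed as inactive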
# GALR2 blocker – antagonists of human galanin receptor 2 (GALR2); GALR2-expressing cells, antagonist mode; O43603; actives 0.39% (n = 140,000); inhibition, % at 4 µM; in the data active means inhibition above about 27%;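 further: cells stimulated with galanin 1-16 at roughly its EC80; 0% = agonist challenge control and 100% = basal control without agonist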
# Target sequence (O43603 whole entry, looked up): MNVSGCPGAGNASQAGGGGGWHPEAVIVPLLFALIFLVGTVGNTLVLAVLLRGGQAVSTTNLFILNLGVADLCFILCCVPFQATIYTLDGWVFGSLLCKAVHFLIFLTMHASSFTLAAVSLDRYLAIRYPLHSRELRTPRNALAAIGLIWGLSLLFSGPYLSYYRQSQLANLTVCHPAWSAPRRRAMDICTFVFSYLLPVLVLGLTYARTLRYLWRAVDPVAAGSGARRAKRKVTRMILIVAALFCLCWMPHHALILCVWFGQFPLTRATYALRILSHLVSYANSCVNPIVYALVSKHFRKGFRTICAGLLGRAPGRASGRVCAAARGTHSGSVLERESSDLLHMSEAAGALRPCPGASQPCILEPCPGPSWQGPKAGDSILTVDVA
# Active calls of the source: *; · = not tested or not shown.
SMILES,HCT116 PTEN-null,MRP-1 activ,HCT116 bCat-KO,E-sel TNF inh,NPY-Y2 antag,Yeast life ext,Yeast growth inh,Measles CPE,Phagocyt inh,GALR2 blocker
O=C(CS(=O)(=O)c1ccc(Cl)c(Cl)c1)Nc1ccccc1Cl,102,-0.8,96,2,3,-12,-15,14,0,3
C(=N\n1cnnc1)/c1cccc2ccccc12,95,1.0,90,-2,0,-8,34,9,0,0
CCOc1ccc2nc(NC(=O)CSc3nc(SC)ns3)sc2c1,95,-2.9,103,1,6,-8,-35,17,·,-8
Cc1ccc(-c2csc3nc(SCC(N)=O)n(Cc4ccccc4)c(=O)c23)cc1,55,1.5,67,·,-4,-3,0,17,-9,-1
Cc1cc(C(F)(F)F)c(C#N)c(SCC(=O)Nc2nc3ccccc3s2)n1,48,-2.7,70,·,6,0,-37,6,·,13
Cc1nn(-c2ccccc2)c(C)c1C(=O)Nc1nnc(-c2ccco2)o1,52,-2.2,45,19,5,-23,-18,4,-1,2
COC(=O)c1c(-c2cccs2)csc1NC(=O)CSc1ncnc2sc(C)c(C)c12,65,0.4,77,-31,-1,-12,-52,7,-1,11
COc1cccc(C(=O)NCC(=O)OCC(=O)C(C)(C)C)c1,110,0.1,96,·,-1,-4,9,4,4,-1
CC1=C(C(=O)OC(C)C)C(c2cccc(F)c2)n2ncnc2N1 (configuration not stated),79,-0.1,91,·,0,-9,11,4,-1,3
Cc1ccc(SC(C)C(=O)Nc2c(C)n(C)n(-c3ccccc3)c2=O)cc1 (configuration not stated),114,-0.2,101,·,1,-4,-21,7,·,0
c1cc(N2CCCC2)ccc1C(c1nnnn1C1CCCCC1)N1CCOCC1 (configuration not stated),78,-3.0,75,-17,7,-18,-19,14,0,-16
O=C(CCS(=O)(=O)c1cccs1)Nc1ccc(C(=O)NCc2cccs2)cc1,78,-3.2,85,·,0,-21,-13,5,-2,-3
COCCCNc1ncnc2c1[nH]c1ccccc12,121,1.4,109,10,1,-5,-36,·,0,-7
CCOC(=O)C(NCc1ccc2c(c1)OCO2)(NC(=O)c1ccccc1)C(F)(F)F (configuration not stated),89,-4.7,90,-26,6,-1,-2,2,·,7
CC1(C)CCCC2=C1CC1C(=O)N(Cc3cccnc3)C(=O)C1C2 (configuration not stated),89,-1.8,94,·,1,11,-36,16,0,-1
O=C(Cn1cccc1)NC1CCCCCC1,86,-1.0,93,-13,2,-13,14,25,·,-7
COc1cccc(/C=N/Nc2ncnc3scc(-c4ccccc4)c23)c1O,14,-1.3,9,-27,2,16,-2,1,-1,22
O=C(CC1NC(=O)NC1=O)Nc1ccc(Cl)cc1 (configuration not stated),97,1.3,99,38,0,-1,-6,9,2,-6
CN1/C(=c2/s/c(=C3/C(=O)N(c4ccccc4)NC3=Nc3ccccc3)n(C)c2=O)C(C)(C)c2ccccc21,94,3.4,89,·,4,-2,-13,5,-1,-5
Cc1c(C(=O)NCCC2=CCCCC2)oc2ccc(S(=O)(=O)N3CCOCC3)cc12,14,0.1,26,·,1,-9,-26,14,-2,-2
COCCCN1C(=O)C(=O)/C(=C(/O)c2ccccc2)C1c1ccc2c(c1)OCO2 (configuration not stated),98,1.0,88,15,-1,4,-64,17,-1,-3
COc1ccccc1C(c1nnnn1Cc1ccccc1)N1CCC(C(N)=O)CC1 (configuration not stated),91,-3.4,89,-21,2,·,-24,11,·,-7
COc1ccc(N2CCN(CC(=O)Nc3ccc(SC(F)F)cc3)CC2)cc1,83,-1.9,85,8,4,-1,-41,14,-3,-14
Cc1cc(-c2ccc(/C=N/n3cnnc3)o2)c([N+](=O)[O-])cc1C,106,-0.5,94,-12,1,-27,-34,28,-2,-10
C=CCSC1=C(C#N)C(c2ccc(C(C)C)cc2)CC(=O)N1 (configuration not stated),110,-0.1,105,·,1,3,-66,2,0,0

# (list continues)
SMILES,HCT116 PTEN-null,MRP-1 activ,HCT116 bCat-KO,E-sel TNF inh,NPY-Y2 antag,Yeast life ext,Yeast growth inh,Measles CPE,Phagocyt inh,GALR2 blocker
Cc1noc(NS(=O)(=O)c2ccc(NC(=O)C34CCC(CC3)C4)cc2)c1C,101,0.6,102,·,1,-1,-21,6,-3,-14
CCCCNC(=O)N(O)C1N(CCCC)C(=O)N(CC(=O)OC)C1(C)C (configuration not stated),99,-1.9,87,-11,-3,·,7,17,·,-2
CCCCOc1ccc(-c2nnc(N)s2)cc1,93,-1.1,84,6,1,-2,-63,3,-3,-2
CCOc1cccc(/C(O)=C2/C(=O)C(=O)N(CCOC)C2c2ccc(C)o2)c1 (configuration not stated),82,-2.2,85,-29,13,-16,-12,4,·,3
Cc1nnc(SCC(=O)N2CCCCC2)s1,98,-0.4,97,-16,4,-4,-36,6,·,11
Cc1cccc(Nc2nc(-c3ccccc3)c(C(=O)Nc3cccnc3)s2)c1,59,-3.9,68,57,-1,-2,-23,10,-4,17
COc1ccc(CNc2nc3nc(C)c(Cl)c(=O)n3[nH]2)cc1OC,108,-1.4,90,·,0,3,-7,22,-1,-8
COc1ccccc1Nc1nc(-c2cccc([N+](=O)[O-])c2)nc2ccccc12,67,-2.3,80,5,3,-4,-1,6,·,3
O=C(COC(=O)c1c2c(nc3ccccc13)CCCC2)c1ccc(Br)s1,78,-1.5,74,·,5,-5,-36,11,·,-4
O=C(NCCc1ccc2c(c1)OCCO2)c1cccc(F)c1,76,0.2,79,-30,2,-6,-20,39,-6,7
CCOC(=O)c1cc2c(C)n(-c3ccc(OCC)cc3)c(C)c2cc(C(=O)OCC)c1=O,93,-2.2,92,·,5,7,-21,5,-11,11
CCCNc1nc(N)nc(-c2cc(Cl)ccc2OC)n1,94,-0.8,90,30,2,-3,-34,9,2,6
Cc1ccc(-n2ncc3c(=O)n(CC(=O)NC4CCCCC4)cnc32)cc1C,102,-1.2,89,-17,1,·,-13,8,1,-23
CCOC(=O)c1ccccc1NC(=O)/C=C/C(=O)O,94,-2.7,97,-3,2,2,-19,31,-1,21
c1ccc(Cn2nnc(-c3ccccc3)n2)cc1,95,0.8,101,-9,0,·,-35,7,·,-10
CC(=O)c1c(O)cc2n(c1=O)-c1ccc(Cl)cc1C2(C)C,88,-0.5,91,·,1,51*,-18,2,-6,5
CCOc1ccc(CCNc2ccc3nnc(-c4ccccc4)n3n2)cc1OCC,18,-4.8,60,-11,-4,-3,-13,10,·,12
COc1ccc2c(c1OC)C(=O)N1c3ccccc3COC21 (configuration not stated),98,-0.4,97,·,5,-11,-23,25,2,0
C=CCN1C(=O)/C(=C\c2ccc(C)cc2)N=C1SCC(=O)NCCC,91,-1.5,82,-3,1,6,-31,25,-3,-8
Cc1cc2cc(C(c3nnnn3Cc3ccccc3)N3CCc4ccccc43)c(=O)[nH]c2cc1C (configuration not stated),84,-1.6,82,8,3,25,-29,14,-1,2
COc1ccc(Nc2ncccc2C(=O)NCc2ccccc2)cc1,69,1.5,70,·,2,-25,-46,14,4,7
COC(=O)CSc1nnc(CNC(=O)c2ccc(S(=O)(=O)N3CCCCC3)cc2)n1C,112,-0.1,92,19,0,-2,-45,12,1,0
CC(C)Cc1nnc(NS(=O)(=O)c2ccc(Cl)cc2)s1,103,0.3,92,·,4,26*,-18,12,0,15
COc1cccc2c1NC(C(=O)O)C1CC=CC21 (configuration not stated),90,-1.3,93,·,3,5,-18,14,-9,-8
Cc1cc(C)n2nc(/C(C#N)=C/c3ccccc3)c(C#N)c2n1,95,-3.0,77,-10,1,-28,-27,8,1,-4

# (continued)
SMILES,HCT116 PTEN-null,MRP-1 activ,HCT116 bCat-KO,E-sel TNF inh,NPY-Y2 antag,Yeast life ext,Yeast growth inh,Measles CPE,Phagocyt inh,GALR2 blocker
O=S1(=O)CC(O)C(N2CCCCC2)C1 (configuration not stated),95,1.9,96,7,0,·,-14,7,·,-4
CCNc1ccc(C(=O)OCC(=O)NCc2ccccc2Cl)cc1[N+](=O)[O-],96,0.7,95,·,4,2,-26,23,-10,2
O=C1NCCCC1C(=O)N/N=C/c1cccc(O)c1 (configuration not stated),102,-0.8,94,·,2,-1,100*,2,-1,0
Cn1nc(-c2ccc(Cl)cc2)c2cc(C(=O)NCc3ccco3)sc21,64,-5.5,63,-6,2,-6,-27,1,·,12
Cc1cc(F)c(F)c(C(=O)NC2CC2)c1Cl,95,-0.3,104,-39,2,-10,7,6,-1,4
C/C(Cl)=C\Cn1c(Nc2ccc(C)cc2)nc2c1c(=O)n(C)c(=O)n2C,101,-1.4,92,18,0,-1,-63,4,-1,2
CCc1ccc2c(c1)cc(CN(C(=S)Nc1ccc(Cl)cc1)C1CC1)c1nnnn12,75,-3.2,72,·,2,-11,-32,2,-1,-6
CSc1nc2sc3c(c2c2nncn12)CCC3,102,-1.1,102,5,3,-5,1,2,-10,2
NC(=O)Cc1ccc(Nc2nnc(-c3ccccc3)c3ccccc23)cc1,83,3.1,85,·,2,-4,-26,11,-10,-10
CCN(CC(=O)NC1CCS(=O)(=O)C1)c1nc(-c2cccnc2)nc2ccccc12 (configuration not stated),108,-1.8,97,-3,3,-4,-12,4,2,-2
C1=C2C[N+]3(CCCC3)CC2Cc2ccc3ccccc3c21 (configuration not stated),92,-1.9,99,1,4,-4,-7,4,-1,-3
O=C(Cn1c(=O)sc2ccccc21)Nc1ccc2c(c1)OCCO2,96,-2.0,86,·,0,-15,-13,7,-1,-2
O=C(c1csc2ccccc12)n1cccn1,99,-2.3,94,-9,3,-22,5,5,0,0
N#Cc1c(N)nc2c(c1-c1ccc3c(c1)OCO3)CCCCCC2,95,-1.8,106,-28,8,-7,-68,23,0,-5
CC(C)NC(=O)c1ccccc1NC(=O)Cc1ccc(Cl)cc1,89,-3.6,98,-30,5,-13,-7,6,·,2
N#Cc1ccccc1NC(=O)CSc1nnc(-c2ccccc2O)n1-c1ccccc1,98,-1.2,99,-13,-2,-5,-36,17*,-1,8
CCn1nc(C)c(C2C(C#N)=C(N)OC3=C2C(=O)CCC3)c1C (configuration not stated),92,-0.8,99,14,4,-5,0,9,0,-9
Cc1ccc(C)n1-c1ccc(N2CCOCC2)cc1,71,-1.7,78,2,-3,-5,-35,15,0,-20
CCOc1cccc(=O)c2c(C)n(CC3CCCO3)c(C)c12 (configuration not stated),99,-0.2,97,4,-1,-5,-25,14,-1,2
Cc1ccc(NS(=O)(=O)c2ccc(OCC(=O)N3CCOCC3)cc2)cc1,99,-0.9,100,24,2,-3,-46,6,0,2
C[C@@H](C(=O)N[C@H](C(=O)O)c1ccccc1)n1nnc2ccccc2c1=O,81,-1.6,90,·,3,0,-6,10,-7,0
Nc1ccc(NC(=O)c2ccccc2)c2c1C(=O)c1ccccc1C2=O,53,-2.5,58,-16,2,-19,-3,3,·,17
Cc1ccc(OCc2nnc(SCC(=O)C(C)(C)C)n2Cc2ccco2)cc1,94,-0.3,80,·,2,-1,-58,11,0,-16
